D3 antag: blocks the human D3 dopamine receptor | AID 652054 | D3R cells, DiscoveRx beta-arrestin luminescence, antagonist mode; active compounds read low | P35462 | max response, negative = inhibition, % | 2.5% of 360,000 active; in the data active means max response below about -50%; inconclusive means no clear call, values can overlap the other calls; further: on the % scale 0 is the no-effect control and ±100 the full control effect; mostly tested at two doses, the higher about 12 µM
Target sequence (P35462 whole entry, looked up): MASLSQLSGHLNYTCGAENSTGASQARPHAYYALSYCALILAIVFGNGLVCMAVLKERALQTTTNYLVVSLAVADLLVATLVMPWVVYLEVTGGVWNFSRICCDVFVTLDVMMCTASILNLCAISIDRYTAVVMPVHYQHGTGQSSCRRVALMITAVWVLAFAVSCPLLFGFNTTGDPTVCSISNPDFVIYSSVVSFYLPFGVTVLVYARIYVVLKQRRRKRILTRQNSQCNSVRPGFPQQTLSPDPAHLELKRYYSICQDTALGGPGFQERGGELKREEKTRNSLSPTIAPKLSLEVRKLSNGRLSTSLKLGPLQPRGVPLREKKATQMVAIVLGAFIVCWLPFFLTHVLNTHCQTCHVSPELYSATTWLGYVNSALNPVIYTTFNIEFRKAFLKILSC
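Cells expressing the human receptor were seeded at 1500 cells/well, incubated overnight at 37 degrees C in 5% CO2, then exposed to library compounds with dopamine controls for 90 minutes at 37 degrees C before luminescent detection.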
CCT modulator: changes cytosolic chaperonin activity; activity change, % (test concentration not listed), hits read low; AID 651819; 0.3% of 360,000 active; purified chaperonin ATPase assay, HTRF ADP detection, 30 min; in the data active means activity change below about -30%; further: on the % scale 0 is the no-effect control and ±100 the full control effect
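Enzyme 40 or 20 nM (batch-dependent) in Tris pH 7.4/KCl/MgCl2/DTT; cpd 76 uM single point; ATP 10 uM; 30 min 37 °C; Transcreener ADP HTRF detection, 30 min RT; ratio 665/615.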
MmCpn inh: inhibitors of Methanococcus maripaludis chaperonin (MmCpn); 0.031% of 330,000 active; purified Mm-Cpn ATPase, ADP Transcreener TR-FRET; Potency, µM (top dose mostly 76.9 µM), for the others: at the top dose activity, negative = inhibition, hits mostly inhibitors; further: potency means the concentration at half of the fitted maximal effect; on the % scale 0 is the no-effect control and ±100 the full control effect; nearly all actives have a fitted effect of over 80% in size
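Inhibition of chaperonin ATP hydrolysis is measured as reduced ADP production, detected by competitive TR-FRET in which signal falls with ADP. Final enzyme 25 nM and ATP 10 uM, reacted 30 min at 37°C.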
PTHR1 ag: PTHR1 (human) receptor agonism; Q03431; Potency, µM (top dose mostly 115 µM), inactives show top-dose activation, hits mostly activators; HEK293 GP2 PTHR1 cells, GloSensor cAMP luminescence, 1 h; 0.075% of 410,000 active; further: potency means the concentration at half of the fitted maximal effect; nearly all actives have a fitted effect of over 55% in size; some results filed as inactive show a strong effect at the top dose; inactives centre near -15; many of its hits are not listed in these tables
Target sequence (Q03431 whole entry, looked up): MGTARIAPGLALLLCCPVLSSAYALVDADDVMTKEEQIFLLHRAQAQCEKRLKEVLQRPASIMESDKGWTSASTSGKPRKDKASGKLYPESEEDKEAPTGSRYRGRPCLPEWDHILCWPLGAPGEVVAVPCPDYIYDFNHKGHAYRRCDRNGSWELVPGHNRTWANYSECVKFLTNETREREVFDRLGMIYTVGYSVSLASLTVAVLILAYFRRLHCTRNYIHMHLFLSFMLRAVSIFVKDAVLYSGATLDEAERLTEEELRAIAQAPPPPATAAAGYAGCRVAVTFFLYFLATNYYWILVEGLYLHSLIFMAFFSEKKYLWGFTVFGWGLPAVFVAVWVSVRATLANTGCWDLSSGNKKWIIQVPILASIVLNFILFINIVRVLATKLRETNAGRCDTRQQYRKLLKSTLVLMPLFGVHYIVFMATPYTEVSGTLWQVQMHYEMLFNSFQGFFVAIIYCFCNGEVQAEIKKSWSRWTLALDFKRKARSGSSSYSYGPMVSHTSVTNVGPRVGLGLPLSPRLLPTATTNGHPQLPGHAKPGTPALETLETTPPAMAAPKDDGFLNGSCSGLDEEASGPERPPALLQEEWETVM
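HEK-293-derived GP2 cells expressing PTHR1 and a GloSensor cAMP reporter, 3,000/well, plated overnight, given luciferin plus IBMX (each 0.5 mM as added) for 1 h at 37 °C, then compound for 1 h at 37 °C. Luminescence was read after 15 min at room temperature.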
EPAC2 antagonist: EPAC2 (human) antagonism | AID 720708 | Q8WZA2 | Potency, µM (highest dose often 114 µM), for the others: at the highest dose activity, negative = inhibition, actives largely listed as inhibitors | EPAC2 GEF exchange of Rap1B-BODIPY-GDP, fluorescence | 0.18% of 360,000 active; further: potency means the concentration at half of the fitted maximal effect; on the % scale 0 is the no-effect control and ±100 the full control effect; nearly all actives have a fitted effect of over 45% in size; many of its hits are not listed in these tables
EPAC2 agonist: agonists of human EPAC2 (RAPGEF4). Potency, µM (doses to about 154 µM), for inactives: at the highest dose activation, hits mostly activators. Q8WZA2. AID 720711. EPAC2 activation, biochemical qHTS; response scale: 100% = 6.5 mM cAMP response. 0.079% of 360,000 active; further: potency means the concentration at half of the fitted maximal effect; nearly all actives have a fitted effect of over 50% in size
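Guanine nucleotide exchange by EPAC2 is measured as reduced fluorescence of BODIPY-GDP once it is released from 250 nM Rap1B. Plates are read kinetically for 30 min at room temperature; results are scaled to 6.5 mM cAMP.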
DRD3 agonist: agonists of human D3 dopamine receptor; D3R DiscoveRx beta-arrestin cells, luminescence, 90 min; max activation, %; 0.58% of 410,000 active; AID 652048; in the data active means max activation above about 30%; further: 0% is about no effect; mostly tested at two doses, the higher about 12 µM
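Agonist-mode cell screen: cells plated at 1500/well and incubated overnight at 37 °C, then exposed to library compounds for 90 min at 37 °C. Detection reagent was added for 30–60 min at room temperature, and luminescence was read.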
Akt phos inh: inhibitors of Akt phosphorylation. 0.32% of 360,000 active. activity change, % for hits at 50 µM. Neuro2A IGF-stimulated pAkt S473 HTRF, 20 min; active compounds read low. AID 651550; in the data active means activity change below about -80%; inconclusive means mostly about -51% to -80%; further: on the % scale 0 is the no-effect control and ±100 the full control effect
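Neuro2A cells in DMEM with 0.5% FBS, overnight at 37 deg C, given compound at single 50 µM final, then IGF (6 nM final) for 20 min at 37 deg C. Lysed; phospho-Akt Ser473 by HTRF after 24 h, 665/615 ratio.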
Starred values were filed as active, the others as inactive; i = inactive; ? = inconclusive; . = not tested or not shown; [ ] = dose if it differs, or a comment. Unless noted, the call rests on the fitted dose curve; in most records, active means well fitted curve in the direction sought with a large enough effect; inconclusive means small, poorly fitted or top-dose-only effect, or another doubt; inactive means no such curve, though single readings can be large; an effect the other way counts as inactive or inconclusive. An excerpt (hit frequency here may not be typical).

entry	molecule	D3 antag	CCT modulator	MmCpn inh	PTHR1 ag
1	CN(C)c1cccc(C(=O)OCC(=O)c2ccc[nH]2)c1	12	0.6	2%	-11%
2	CN(C)C(=O)CSc1nnc(NC(=O)CCc2ccccc2)s1	9	0.8	-7%	-13%
3	CCc1nonc1NC(=O)c1oc2cc(Br)ccc2c1C	0	1.0	-13%	-25%
4	CCOc1cc(N2CCOCC2)c(OCC)cc1NC(=O)CN1C(=O)C2C3C=CC(C3)C2C1=O (stereo not drawn)	-7	0.0	0%	-15%
5	Cc1ccc(SCc2ccc(C(=O)Nc3cccc([N+](=O)[O-])c3)cc2)cc1	13	2.6	2%	-5%[57.5 µM]
6	O=C(CCNc1ccc(F)cc1)c1cccc([N+](=O)[O-])c1	-12	-1.0	1%	i
7	CCc1c(O)nc(SCC(=O)c2ccccc2)n(-c2ccccc2)c1=O	-10	-0.5	-1%	5%
8	O=S(=O)(CCN1CCOCC1)c1ccccc1	-5	-3.6	1%	-14%

entry	EPAC2 antagonist	EPAC2 agonist	DRD3 agonist	Akt phos inh
1	-15%	3%	7	i
2	8%	-1%	-8	i
3	-1%	4%	0	i
4	1%	10%	-13	i
5	10%	-12%	2	i
6	-3%	-3%	0	i
7	-15%	2%	1	i
8	8%	5%	-7	i

Next section.
entry	molecule	D3 antag	CCT modulator	MmCpn inh	PTHR1 ag
9	Cn1c(SCC(=O)NCc2ccc(F)cc2)ncc(C(=O)Nc2ccccc2)c1=O	8	2.3	-3%	-45%[inhibitor]
10	Cc1nn(-c2ccc3ccccc3c2)c(=O)c2ccccc12	-25	1.2	0%	-64%[inhibitor]
11	O=c1[nH]cnc2c1sc1nc3c(c(-c4ccc(Cl)cc4)c12)CCC3	17	1.7	-3%	-1%
12	Cc1ccc(NC2=CC(=O)OC(C)C2)cc1 (stereo not drawn)	9	-1.1	0%	-13%[57.5 µM]
13	COc1c(C)cccc1C(=O)NCCCNC(=O)c1ccc(C)nc1	2	1.7	0%	-18%
14	Fc1ccc2cnc(-c3ccccc3)c(-c3cccc(C(F)(F)F)c3)c2c1	-64*	-0.5	-4%	-2%
15	O=C(N=C1SC2CS(=O)(=O)CC2N1c1ccc(Br)cc1Cl)C1CC1 (stereo not drawn)	17	-0.2	1%	-24%
16	NNC(=O)C(Cc1ccc(O)cc1)N1Cc2ccccc2C1=O (stereo not drawn)	36	0.4	1%	i

entry	EPAC2 antagonist	EPAC2 agonist	DRD3 agonist	Akt phos inh
9	21%	-7%	-2	i
10	?	12%	3	i
11	-1%	7%	2	i
12	-2%	7%	3	i
13	1%	7%	-9	i
14	?	-1%	-13	i
15	-3%	-2%	-6	i
16	1%	-1%	0	i

Following part.
entry	molecule	D3 antag	CCT modulator	MmCpn inh	PTHR1 ag
17	COc1cccc(NC(=O)Cc2cn(C)c3ccccc23)c1	?	-0.3	.	-16%
18	Cc1cc(C)c(C)c(S(=O)(=O)Nc2ccccc2C(=O)NCCCN2CCOCC2)c1C	-16	-0.7	-4%	i
19	O=C(CN1CCSCC1)N/N=C/c1ccc(F)cc1F	6	1.4	0%	i
20	O=C1N(CC(=O)N2CCc3ccccc32)CCN1Cc1ccc(Cl)cc1	-23	-3.4	0%	-16%[57.5 µM]
21	CCOc1cc(/C=N/NC(=O)CCc2n[nH]c(=O)[nH]c2=O)ccc1O	16	-3.1	-9%	-16%
22	CCC(C)NC(=O)C1CCC(=O)N(c2ccc3c(c2)OCO3)C1c1ccc(OC)cc1 (stereo not drawn)	20	1.5	-1%	i
23	CCCCN1CC(COCc2ccccc2)Oc2cccc(OCc3ccc(OC)cc3)c2S1(=O)=O (stereo not drawn)	18	-1.7	.	-31%[inhibitor]
24	C=C[C@@H]1c2cccc(C)c2N(S(=O)(=O)c2ccc(C)cc2)[C@H](c2ccc(OC(C)=O)cc2)C1(C#N)C#N	0	0.0	-1%	i

entry	EPAC2 antagonist	EPAC2 agonist	DRD3 agonist	Akt phos inh
17	-7%	-6%	3	i
18	-2%	5%	-1	i
19	3%	2%	5	i
20	-1%	-22%	-21	i
21	-4%	6%	5	i
22	-1%	2%	1	i
23	9%	6%	2	i
24	-8%	4%	-19	i

Compound profiles (already shown). Order of screens: D3 antag	CCT modulator	MmCpn inh	PTHR1 ag	EPAC2 antagonist	EPAC2 agonist	DRD3 agonist	Akt phos inh
`Cc1cc(C)c(C)c(S(=O)(=O)Nc2ccccc2C(=O)NCCCN2CCOCC2)c1C` in the list: -16	-0.7	-4%	i	-2%	5%	-1	i
`O=C1N(CC(=O)N2CCc3ccccc32)CCN1Cc1ccc(Cl)cc1` in the list: -23	-3.4	0%	-16%[57.5 µM]	-1%	-22%	-21	i
`CCCCN1CC(COCc2ccccc2)Oc2cccc(OCc3ccc(OC)cc3)c2S1(=O)=O` (stereo not drawn) in the list: 18	-1.7	.	-31%[inhibitor]	9%	6%	2	i

More entries.
entry	molecule	D3 antag	CCT modulator	MmCpn inh	PTHR1 ag
25	O=C(Nc1ccc(N2CCN(C(=O)c3ccccc3F)CC2)cc1)c1cncc(Br)c1	7	1.3	1%	-46%[inhibitor]
26	O=C(CN1C(=O)c2ccccc2S1(=O)=O)Nc1cc(S(=O)(=O)N2CCCCC2)ccc1Cl	3	-2.7	-3%	-13%
27	Cn1cc(CN2CC3C[C@@H]4CC2C[C@H](C3)C4)c(-c2ccc3c(c2)OCCO3)n1	-17	-3.2	2%	14%
28	COC(=O)c1cc(-c2cccc([N+](=O)[O-])c2)c2c(=O)n(C)c(=O)n(C)c2n1	-13	-3.0	0%	i
29	O=[N+]([O-])c1ccc(/C=N/Nc2nc(N3CCCCCC3)nc(N3CCCCCC3)n2)o1	-2	1.1	-1%	-6%
30	CC(C)Nc1nc2nonc2nc1Nc1ccccc1	6	-1.8	4%	-19%
31	Cc1c(Cl)cccc1NC(=S)N1CCN(c2ccc([N+](=O)[O-])cn2)CC1	-17	-0.3	-9%	i
32	COc1ccc(NC(=O)CSc2nncc3ccccc23)cc1	10	2.1	0%	i

entry	EPAC2 antagonist	EPAC2 agonist	DRD3 agonist	Akt phos inh
25	-4%	-7%	15	i
26	15%	-1%	3	i
27	18%	0%	-2	i
28	8%	-1%	-5	i
29	10%	12%	0	i
30	-5%	1%	-3	i
31	5%	0%	-15	i
32	-9%	-1%	0	i

Other entries follow.
entry	molecule	D3 antag	CCT modulator	MmCpn inh	PTHR1 ag
33	C[N+]1(CC(O)c2ccccc2)CCCCCC1 (stereo not drawn)	24	-0.4	-2%	i
34	CCC(=O)N1CCc2cc(S(=O)(=O)NCCN3CCCCC3CC)ccc21 (stereo not drawn)	-59*	-0.6	.	i
35	CCCNC(=O)N1CCC(c2nc3ccccc3s2)CC1	1	0.7	2%	-36%[inhibitor]
36	COC(=O)c1ccc(NC(=S)NNC(=O)CC(C)C)cc1	-20	-2.0	-5%	i
37	Cc1ccc(/C=C2\C(=O)ON=C2c2ccccc2)o1	-12	2.1	-1%	-24%
38	CCOc1ccc(S(=O)(=O)NN=C2CCN(C(C)=O)CC2)cc1	-16	-1.2	-2%	i
39	COc1cc(C(=O)Nc2sc3c(c2C#N)CCN(C(C)=O)C3)cc(OC)c1OC	-4	0.6	-7%	-24%
40	O=S(=O)(NCc1cc(-c2ccccc2)no1)c1ccccc1Cl	-16	-2.6	0%	-11%

entry	EPAC2 antagonist	EPAC2 agonist	DRD3 agonist	Akt phos inh
33	13%	-2%	3	i
34	10%	2%	-7	i
35	3%	4%	3	i
36	-2%	-1%	5	i
37	-3%	-1%	-10	i
38	-5%	1%	-5	i
39	16%	6%	-2	i
40	-6%	6%	1	i

Remaining list, next part:
entry	molecule	D3 antag	CCT modulator	MmCpn inh	PTHR1 ag
41	CN(C)c1ccc(CN2CCCCCC2)cc1	?	-11	-1%	?
42	COc1ccc(CCNCc2ccccc2N2CCCC2)cc1	5	-1.4	?	i
43	CCC(C)(C)n1nnnc1CN(Cc1cc2cc(OC)c(OC)cc2[nH]c1=O)C1CCCC1	?	0.5	-2%	i
44	COc1cccc(NC(=O)CSc2nnc(C)s2)c1	12	0.5	4%	i
45	COc1ccccc1NC(=O)N(C)C[C@H]1Oc2ncc(C#CCN(C)C)cc2C(=O)N([C@H](C)CO)C[C@H]1C	-13	-0.9	.	-19%
46	CC1(C)CC(O)(CCNCc2ccc3c(c2)OCO3)CCO1 (stereo not drawn)	-16	0.3	1%	i
47	NC(=S)NNC(=O)c1ccccc1Cl	7	2.3	-2%	i
48	c1cnn(Cc2cnc(N3CCOCC3)s2)c1	-1	-1.1	-1%	i

entry	EPAC2 antagonist	EPAC2 agonist	DRD3 agonist	Akt phos inh
41	7%	8%	-25	i
42	16%	1%	-6	i
43	-11%[57.1 µM]	-10%	-4	i
44	6%	3%	5	i
45	2%	15%	-6	i
46	2%	-9%	-1	i
47	16%	7%	1	i
48	-3%	-3%	-5	i

(cont.)
entry	molecule	D3 antag	CCT modulator	MmCpn inh	PTHR1 ag
49	O=C(O)CCc1ccc(-c2ccc(Cl)cc2)o1	-8	-2.2	-3%	i
50	CCCCOC(=O)CSCC(=O)Nc1cc(C)on1	-9	-4.5	1%	-11%[57.5 µM]
51	C=CCn1c(=O)n2ncnc2c2c3c(sc21)CCCC3	46	-6.0	1%	i
52	O=C(C1=C(O)C(=O)N(CCN2CCOCC2)C1c1cccc([N+](=O)[O-])c1)c1cc2ccccc2o1 (stereo not drawn)	0	-2.0	.	-5%
53	CCc1nc2ccc(C(=O)NCc3ccccc3OC)cn2c1N(C)C(=O)Cc1ccccc1	16	-2.7	.	i
54	COc1cc(C2NC(=O)CCC2[N+](=O)[O-])cc(OC)c1OC (stereo not drawn)	-5	-1.0	3%	i
55	CSc1ccccc1NC(=O)CN(c1ccccc1Br)S(C)(=O)=O	-4	0.1	0%	i
56	Cn1nc(-c2ccc(C(=O)NC3CCCCC3)cc2)c2ccccc2c1=O	6	3.2	1%	-23%

entry	EPAC2 antagonist	EPAC2 agonist	DRD3 agonist	Akt phos inh
49	-6%	9%	-2	i
50	5%	-2%	4	i
51	10%	9%	4	i
52	18%	-5%	-3	i
53	1%	7%	7	i
54	11%	8%	-2	i
55	5%	1%	-2	i
56	-11%	3%	-1	i

Compound activity from PubChem BioAssay.
